Giardia kill: Giardia lamblia killing | Giardia lamblia trophozoite viability | activity change, % at 7.66 µM, hits read low | 0.15% of 340,000 active | AID 540267; in the data active = activity change below about -80%; inconclusive = between about -30% and that limit;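 also: parasites exposed to compound for two days anaerobically before the ATP read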
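Giardia lamblia trophozoites (100 cells/well) were incubated with compounds for 48 h at 37 deg C under anaerobic conditions. Viability was read as ATP content by one-step luminescence after 15-30 min at room temperature.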
PKM2 act: activators of human pyruvate kinase M2; P14618; purified PKM2, Kinase-Glo ATP luminescence, activation; response scale: 0% is enzyme alone, no compound; Potency, µM (series often up to 57.5 µM), for the others: at the highest dose activation, most hits filed as activators; 0.34% of 260,000 active; AID 1631; also: potency is read from the fitted curve at half-maximal effect; nearly all actives have a fitted effect of over 55% in size
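Kinase-Glo luminescence reports ATP generated from ADP (0.1 mM) and PEP (0.5 mM) by purified hPK-M2 after 1 h at room temperature, pH 7.2 imidazole buffer; intermediate enzyme activity allows detecting inhibitors and activators.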
Eya2 inh: Eya2 (human) phosphatase inhibition; recombinant Eya2, OMFP fluorescence dephosphorylation (OMFP is methylfluorescein phosphate); 0.006% of 330,000 active; Potency, µM (titrated, usually from 76.9 µM), for the others: at the highest dose activity, negative = inhibition, actives largely listed as inhibitors; also: potency is read from the fitted curve at half-maximal effect
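Eya2 protein (added as 0.2 uM solution) was preincubated with compound for 10 min at ambient temperature in 50 mM HEPES pH 7.5, 50 mM NaCl, 5 uM MgCl2, 0.05% BSA, 1 mM DTT. OMFP (added at 50 uM) then reacted 10 min; fluorescence read at 485/525 nm.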
GALK inh: galactokinase (human) inhibition; P51570; Purified GALK, Kinase-Glo residual ATP luminescence; Potency, µM (top dose mostly 57.5 µM), without a hit: at the top dose activity change, negative = inhibition, hits mostly inhibitors; 0.007% of 270,000 active; AID 1868; also: potency is read from the fitted curve at half-maximal effect
Target sequence (P51570 whole entry, looked up): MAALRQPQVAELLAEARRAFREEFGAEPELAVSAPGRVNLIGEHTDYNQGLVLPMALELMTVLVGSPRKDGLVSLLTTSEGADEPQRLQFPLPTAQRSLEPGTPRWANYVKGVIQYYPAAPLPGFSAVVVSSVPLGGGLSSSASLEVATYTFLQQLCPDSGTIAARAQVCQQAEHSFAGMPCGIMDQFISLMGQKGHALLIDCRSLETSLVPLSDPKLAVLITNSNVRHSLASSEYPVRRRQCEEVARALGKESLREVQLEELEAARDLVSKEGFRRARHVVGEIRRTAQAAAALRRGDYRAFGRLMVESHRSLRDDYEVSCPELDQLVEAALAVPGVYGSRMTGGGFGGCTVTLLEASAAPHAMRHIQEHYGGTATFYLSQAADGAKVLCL
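Galactose (100 uM) and ATP (35 uM) were turned over by 5 nM GALK for 1 h at RT. Kinase-Glo Plus then converted the remaining ATP into a luminescent signal.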
KCNH2 3.1 inh: blocks the human KCNH2 3.1 channel isoform | U2OS KCNH2 3.1, thallium flux FluxOr; hits give low values | activity change, % (tested at about 1.8 µM) | 0.95% of 340,000 active;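 active = maximum activity change below -70%; inconclusive = maximum activity change from -70% to -50%; inactive = maximum activity change above -50%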;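 also: thallium influx rate constant from kinetic fluorescence after stimulation buffer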
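Thallium flux read-out: FluxOr dye with Red40 quencher in HBSS/HEPES, 45 min at RT. Rate constants from kinetic reads were normalized to positive and negative DMSO controls. Cells: U2OS virally expressing the 3.1 isoform.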
FBPA coupling cs: coupling enzyme interference in Giardia aldolase counter-screen. coupling enzyme system counterscreen, AmpLite Red fluorescence. 0.67% of 290,000 active. activity change, negative = inhibition, % at 58.2 µM, hits read low. AID 2472; in the data active = activity change below about -30%
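Final compound at 57.5 uM, incubated 10 min at RT with coupling enzyme reagent (glyceraldehyde-3-phosphate), then 20 min with substrate and AmpLite Red detection. Fluorescence read at 525/598 nm; tests interference with the coupling assay, not aldolase inhibition.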
USP2a block: inhibitors of human ubiquitin-specific protease USP2a. Potency, µM (titrated, usually from 38.3 µM), for inactives: at the top dose activity change, negative = inhibition, actives largely listed as inhibitors. 0.01% of 330,000 active. O75604. USP2 core, Ub-CHOP2 coupled fluorogenic reporter, 485/531;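 also: potency is read from the fitted curve at half-maximal effect; plate controls were DMSO wells for no effect and full inhibition by NEM control for full effect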
Target sequence (O75604 whole entry, looked up): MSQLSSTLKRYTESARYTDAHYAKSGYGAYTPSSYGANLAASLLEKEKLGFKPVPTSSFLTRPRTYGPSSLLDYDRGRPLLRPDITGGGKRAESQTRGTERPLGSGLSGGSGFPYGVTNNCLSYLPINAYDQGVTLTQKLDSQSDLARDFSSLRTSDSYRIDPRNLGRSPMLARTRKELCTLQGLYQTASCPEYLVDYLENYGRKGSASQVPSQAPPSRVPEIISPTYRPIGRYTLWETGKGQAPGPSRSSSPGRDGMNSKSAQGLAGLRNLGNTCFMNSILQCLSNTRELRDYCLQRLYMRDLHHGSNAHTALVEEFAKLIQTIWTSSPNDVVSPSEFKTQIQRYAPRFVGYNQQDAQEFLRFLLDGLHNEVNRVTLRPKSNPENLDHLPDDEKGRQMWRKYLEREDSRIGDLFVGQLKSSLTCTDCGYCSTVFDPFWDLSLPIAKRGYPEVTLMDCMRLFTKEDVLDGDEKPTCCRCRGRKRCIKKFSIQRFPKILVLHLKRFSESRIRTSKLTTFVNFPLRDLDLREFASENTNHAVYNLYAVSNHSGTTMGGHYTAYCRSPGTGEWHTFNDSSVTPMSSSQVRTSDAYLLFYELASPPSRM
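Deubiquitinase activity read as fluorescence (485/531 nm) after Ub-CHOP2 cleavage activates the enterokinase reporter on its substrate; USP2 core 10nM, Ub-CHOP2 and substrate 25nM each, 30min compound preincubation then 60min RT; data normalized to NEM, curves fitted.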
uPA surface inh: cell surface uPA generation inhibition. Potency, µM (series often up to 38.3 µM), for inactives: at the highest dose activity change, negative = inhibition, actives largely listed as inhibitors. cell surface uPA generation assay, qHTS. 0.31% of 330,000 active; active = well fitted inhibition curve with a large enough effect; inconclusive = small, poorly fitted or top-dose-only effect; inactive = no such curve, though single readings can be large or run the other way; tested in mouse RAW 264.7 cells; also: potency is read from the fitted curve at half-maximal effect; nearly all actives have a fitted effect of over 55% in size
B2AR arrestin: agonists driving beta-arrestin recruitment to human beta2-adrenergic receptor; Potency, µM (series often up to 46.1 µM), for the others: at the highest dose activation, hits mostly activators; AID 492947; beta-arrestin recruitment to beta2AR, cell-based reporter; 0.02% of 330,000 active;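 also: potency is read from the fitted curve at half-maximal effect; 0% = DMSO controls and full agonism = EC100 isoproterenol or metaproterenol; nearly all actives have a fitted effect of over 65% in size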
hERG WT inh: blocks the wildtype human KCNH2 potassium channel. Q12809. U2OS, BacMam KCNH2, thallium flux FluxOr; hits give low values. activity change, % at 1.84 µM. 0.37% of 340,000 active. AID 720551;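 active = maximum activity change below -70%; inconclusive = maximum activity change between -70% and -50%; inactive = maximum activity change above -50%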
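U2OS cells transduced with wild-type KCNH2 virus are loaded with FluxOr dye for 45 min, and thallium flux is measured in kinetic reads before and after stimulation buffer. Rate constants are normalized to DMSO controls.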
BCR signal inh: chronic active BCR signaling inhibition; ABC-DLBCL IkBa-CBG/CBR reporter, luminescence ratio, 4 h; Potency, µM (doses to about 46.1 µM), inactives show at the highest dose ratio change, negative = lower green/red ratio, actives largely listed as inhibitors; 0.05% of 340,000 active; AID 493014; active = well fitted inhibition curve with a large enough effect in the signal ratio, with a control signal flat, not every such curve was filed as active; inconclusive = small, poorly fitted or top-dose-only effect, or effect the other way, or a change in a side signal; the % refers to the signal ratio;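 also: potency is read from the fitted curve at half-maximal effect; plate controls were basal doxycycline-induced cells for no effect and cells given 10 µM MG132 for full effect; MG132 reads +100%, hits lower the ratio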
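TMD8 ABC-DLBCL cells carrying doxycycline-inducible green luciferase fused to IkappaBalpha plus unfused red luciferase were exposed to compounds (up to 46 uM) for 4 hrs at 37C. Activity came from the overlap-corrected green/red luminescence ratio.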
* = called active by the depositor; [ ] = dose if it differs, or a comment. Unless noted, calls follow the shape of the dose curve; as a rule, active = well fitted curve in the direction sought with a large enough effect; inconclusive = small, poorly fitted or top-dose-only effect, or another doubt; inactive = no such curve, though single readings can be large; an effect the other way counts as inactive or inconclusive. Unless noted, % is scaled to controls: 0 for no effect and ±100 for the full control effect. Not a hit list; 2.4% or so of the library scored in one or more.

Results for Cc1ccc2nc(NC(=O)c3ccc(-c4nc5ccccc5s4)s3)sc2c1 ?
Giardia kill: -8; PKM2 act: 2%; Eya2 inh: 6%; KCNH2 3.1 inh: -1; FBPA coupling cs: 1; USP2a block: 1%; uPA surface inh: -7%; B2AR arrestin: -0.8%; hERG WT inh: -11; BCR signal inh: 6%

What do the screens show for `COCCNC(=O)c1ccccc1-c1ccccc1C(=O)O`?
Giardia kill: -2; PKM2 act: 11%; Eya2 inh: 8%; GALK inh: -1%; KCNH2 3.1 inh: 9; FBPA coupling cs: 3; USP2a block: -1%; uPA surface inh: 11%; B2AR arrestin: 0.1%; hERG WT inh: 0; BCR signal inh: -1%

How did O=C(NCc1ccccn1)c1cc(-c2ccc(Cl)cc2)oc1C(F)(F)F do in these assays?
Giardia kill: 30; PKM2 act: 0%; Eya2 inh: -14%; KCNH2 3.1 inh: -9; FBPA coupling cs: -1; USP2a block: 0%; uPA surface inh: inconclusive; B2AR arrestin: -0.6%; hERG WT inh: -4; BCR signal inh: -6%

What do the screens show for `COC1CCCN(C(=O)c2ccc(OC3CCN(S(=O)(=O)N(C)C)CC3)cc2)C1` (stereo unspecified)?
Giardia kill: -1; PKM2 act: -5%; Eya2 inh: 4%; GALK inh: -2%; KCNH2 3.1 inh: 3; USP2a block: -9%; uPA surface inh: 2%; B2AR arrestin: -0.5%; hERG WT inh: 3; BCR signal inh: -4%

How did O=C(CCNC(=O)C1CCN(S(=O)(=O)c2ccccc2)CC1)NCc1ccc(Cl)c(Cl)c1 do in these assays?
Giardia kill: 15; Eya2 inh: -1%; GALK inh: -5%; KCNH2 3.1 inh: -21; USP2a block: -2%; uPA surface inh: -3%; B2AR arrestin: 0.0%; hERG WT inh: -1; BCR signal inh: -4%

How did COc1ccc(CNC(=O)Nc2ccc(OC)cc2)cc1 do in these assays?
Giardia kill: -14; PKM2 act: 9%; Eya2 inh: -4%; GALK inh: -4%; KCNH2 3.1 inh: 1; FBPA coupling cs: -1; USP2a block: -2%; uPA surface inh: 7%; B2AR arrestin: -0.3%; hERG WT inh: -6; BCR signal inh: -18%

Results for O=C(Nc1ccccc1F)Nc1ccc([N+](=O)[O-])cc1Cl ?
Giardia kill: -22; PKM2 act: 0%; Eya2 inh: 11%; GALK inh: -3%; FBPA coupling cs: -1; USP2a block: 1%; uPA surface inh: 1%; B2AR arrestin: -0.7%; hERG WT inh: -9; BCR signal inh: inconclusive

How did COCCNC(C(=O)Nc1ccc(C)cc1[N+](=O)[O-])c1ccccc1 (stereo unspecified) do in these assays?
Giardia kill: 1; PKM2 act: -9%; Eya2 inh: -6%; GALK inh: -1%; KCNH2 3.1 inh: -10; FBPA coupling cs: 1; USP2a block: 0%; uPA surface inh: -2%; B2AR arrestin: 0.1%; hERG WT inh: -6; BCR signal inh: -8%

How did COc1ccc(N(CC(=O)N/N=C/c2ccco2)S(=O)(=O)c2ccccc2)cc1 do in these assays?
Giardia kill: 14; PKM2 act: 8%; Eya2 inh: -17%; GALK inh: 1%; KCNH2 3.1 inh: 1; FBPA coupling cs: 8; USP2a block: 2%; uPA surface inh: -5%; B2AR arrestin: 4.7%; hERG WT inh: 4; BCR signal inh: -1%

How did CCC(Sc1nccn1C)C(=O)Nc1cccc2ccccc12 (stereo unspecified) do in these assays?
Giardia kill: -7; PKM2 act: -18%; Eya2 inh: 1%; GALK inh: 2%; KCNH2 3.1 inh: 3; FBPA coupling cs: 4; USP2a block: 1%; uPA surface inh: 6%; B2AR arrestin: -0.2%; hERG WT inh: 0; BCR signal inh: -4%

Results for Cc1cc(Nc2ccc(C(C)C)cc2)n2ncnc2n1 ?
Giardia kill: -7; PKM2 act: -18%; Eya2 inh: -19%; GALK inh: -2%; KCNH2 3.1 inh: -11; FBPA coupling cs: -1; USP2a block: 4%; uPA surface inh: -8%; B2AR arrestin: -0.2%; hERG WT inh: -2; BCR signal inh: -18%

Results for CN(C(=O)CCN1C(=O)/C(=C/c2ccccc2)SC1=S)C1CCS(=O)(=O)C1 (stereo unspecified) ?
Giardia kill: 6; Eya2 inh: -3%; GALK inh: 5%; KCNH2 3.1 inh: 10; USP2a block: 3%; uPA surface inh: 1%; B2AR arrestin: 0.2%; hERG WT inh: -7; BCR signal inh: -3%

What do the screens show for `CCCCn1cnc(C(=O)OCC)c1N`?
Giardia kill: 0; PKM2 act: 2%; Eya2 inh: 5%; GALK inh: 2%; KCNH2 3.1 inh: 1; FBPA coupling cs: 1; USP2a block: -10%; uPA surface inh: -6%; B2AR arrestin: 0.0%; hERG WT inh: -2; BCR signal inh: 0%

Results for O=C(O)CCSSCCC(=O)O ?
Giardia kill: 10; Eya2 inh: 18%; KCNH2 3.1 inh: 1; USP2a block: 0%; uPA surface inh: 3%; B2AR arrestin: 0.0%; hERG WT inh: 5; BCR signal inh: inconclusive

Results for CC(=O)c1ccc(NC(=S)NC(=O)Cc2ccc(Cl)cc2)cc1 ?
Giardia kill: -2; Eya2 inh: -12%; KCNH2 3.1 inh: -2; FBPA coupling cs: 1; USP2a block: 4%; uPA surface inh: 6%; B2AR arrestin: -0.9%; hERG WT inh: -7; BCR signal inh: inconclusive

Results for CC1CN(S(=O)(=O)c2cccc(C(=O)Nc3ccccc3N3CCCCC3)c2)CC(C)O1 (stereo unspecified) ?
Giardia kill: -8; Eya2 inh: -1%; KCNH2 3.1 inh: -37; USP2a block: 1%; uPA surface inh: 3%; B2AR arrestin: -0.4%; hERG WT inh: -23; BCR signal inh: 0%

How did CC(C)C[C@H](NC(=O)[C@H](Cc1ccccc1)n1c(=O)[nH]c2ccccc2c1=O)C(=O)N1CCC[C@@H]1C(=O)O do in these assays?
Giardia kill: 35[activator]; PKM2 act: 0%; Eya2 inh: 11%; KCNH2 3.1 inh: -3; FBPA coupling cs: 0; USP2a block: 5%; uPA surface inh: 10%; B2AR arrestin: 0.0%; hERG WT inh: -6; BCR signal inh: 9%

What do the screens show for `COc1cc(/C=C(/C(=O)c2cccs2)c2nc3ccccc3[nH]2)cc(OC)c1O`?
Giardia kill: -3; PKM2 act: 1%; Eya2 inh: 6%; GALK inh: -5%; KCNH2 3.1 inh: 1; FBPA coupling cs: -5; USP2a block: 1%; uPA surface inh: -10%; B2AR arrestin: -0.2%; hERG WT inh: -1; BCR signal inh: inconclusive

What do the screens show for `COCCCNC(=S)NNC(=O)c1ccccn1`?
Giardia kill: -2; PKM2 act: -2%; Eya2 inh: -5%; GALK inh: 0%; KCNH2 3.1 inh: -3; FBPA coupling cs: -2; USP2a block: 0%; uPA surface inh: -12%; B2AR arrestin: -0.1%; hERG WT inh: -4; BCR signal inh: -4%

How did S=C(NCCCCc1ccccc1)NCc1ccccc1 do in these assays?
Giardia kill: -3; PKM2 act: -4%; Eya2 inh: -8%; GALK inh: 3%; KCNH2 3.1 inh: 2; FBPA coupling cs: 2; USP2a block: -5%; uPA surface inh: 10%; B2AR arrestin: -0.2%; hERG WT inh: 7; BCR signal inh: -2%

What do the screens show for `Cn1nc(C(F)(F)F)c(C(=O)Nc2ccc(F)cc2F)c1Sc1cccc(Cl)c1`?
Giardia kill: -3; PKM2 act: -1%; Eya2 inh: inconclusive; GALK inh: -2%; KCNH2 3.1 inh: -7; FBPA coupling cs: 0; USP2a block: -1%; B2AR arrestin: -0.4%; hERG WT inh: -18; BCR signal inh: inconclusive

What do the screens show for `Cn1c(N)c(C(=O)COC(=O)CCC2CCCC2)c(=O)n(C)c1=O`?
Giardia kill: 11; PKM2 act: 2%; Eya2 inh: -10%; GALK inh: -1%; KCNH2 3.1 inh: -18; FBPA coupling cs: 1; USP2a block: 1%; uPA surface inh: 2%; B2AR arrestin: 0.2%; hERG WT inh: 4; BCR signal inh: inconclusive

How did COC(=O)c1ccc(NC(=O)CSc2ccccn2)cc1 do in these assays?
Giardia kill: 2; PKM2 act: 7%; Eya2 inh: -6%; GALK inh: 0%; KCNH2 3.1 inh: 19; FBPA coupling cs: -6; USP2a block: 4%; uPA surface inh: 0%; B2AR arrestin: -0.4%; hERG WT inh: 15; BCR signal inh: 24%
